Screening data: PubChem BioAssay, National Center for Advancing Translational Sciences (NCATS)
D2 agonist: HTS Assay for Allosteric Agonists of the Human D2 Dopamine Receptor: Primary Screen for Agonists; D(2) dopamine receptor (Homo sapiens), P14416; HEK293 T-REx D2 cells, calcium flux agonist mode; activation, % at 2 µM; 0.53% of 340,000 active;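 active = activation over 3 SD above normal in the single-dose calcium agonist read, cut at about 30% in these data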; also: 0% is about no effect
Target sequence (P14416 whole entry, looked up): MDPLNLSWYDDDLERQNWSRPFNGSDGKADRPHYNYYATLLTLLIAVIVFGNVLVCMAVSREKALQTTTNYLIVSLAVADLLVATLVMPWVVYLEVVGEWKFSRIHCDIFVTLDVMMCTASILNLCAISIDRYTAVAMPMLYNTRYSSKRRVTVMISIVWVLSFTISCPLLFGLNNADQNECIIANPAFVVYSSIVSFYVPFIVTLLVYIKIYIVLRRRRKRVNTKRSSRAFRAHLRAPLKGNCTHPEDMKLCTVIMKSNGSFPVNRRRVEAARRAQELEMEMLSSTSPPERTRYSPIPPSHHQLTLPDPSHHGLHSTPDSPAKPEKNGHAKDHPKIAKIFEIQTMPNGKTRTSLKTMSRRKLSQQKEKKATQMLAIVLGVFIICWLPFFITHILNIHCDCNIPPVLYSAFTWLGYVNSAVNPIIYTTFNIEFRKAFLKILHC
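In this primary screen, compounds producing a positive calcium signal within 180 s of addition to tetracycline-induced, force-coupled HEK293 Trex D2 cells are flagged; cells are dye-loaded with a no-wash calcium kit beforehand.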
TRHR agonist: qHTS for Small Molecule Agonists and Allosteric Enhancers of Human TRH Receptor: Primary Screen for Agonists; TRHR cells, calcium flux fluo-8, FDSS agonist mode; 0.18% of 360,000 active; activation, % at 2 µM; AID 493084, 2011; also: 0% is about no effect
Target sequence (P34981 whole entry, looked up): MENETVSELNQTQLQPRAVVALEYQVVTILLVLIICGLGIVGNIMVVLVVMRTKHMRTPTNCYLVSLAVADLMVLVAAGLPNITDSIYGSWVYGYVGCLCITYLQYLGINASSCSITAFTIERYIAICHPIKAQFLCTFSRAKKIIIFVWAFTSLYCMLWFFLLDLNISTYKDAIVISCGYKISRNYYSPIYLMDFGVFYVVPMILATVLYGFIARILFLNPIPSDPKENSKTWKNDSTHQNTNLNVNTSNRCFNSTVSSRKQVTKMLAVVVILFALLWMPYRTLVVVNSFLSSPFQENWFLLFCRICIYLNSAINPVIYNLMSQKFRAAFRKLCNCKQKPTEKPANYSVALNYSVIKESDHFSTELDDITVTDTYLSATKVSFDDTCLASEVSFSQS
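Agonist-mode FDSS calcium read (Ex 480/Em 530, 1 s cycles) in 1536-well TRHR cells with fluo-8 dye, after 10-cycle baseline and 23 nL compound addition; TRH at EC20 (10 nM final) added afterwards for the enhancer phase.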
D1 agonist: Allosteric Agonists of the Human D1 Dopamine Receptor: qHTS; D(1A) dopamine receptor (Homo sapiens), P21728; HEK293 T-REx D1 cells, calcium flux, agonist mode; activation, % at 2 µM; 1% of 360,000 active; also: 0% is about no effect
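Inducible HEK293 T-REx D1 cells, force-coupled to calcium signalling, were plated at 4000 cells/well with tetracycline and held overnight at 30 C. After no-wash calcium dye loading, compound-evoked calcium rise over 180 s flagged agonists.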
D1 antagonist: Antagonist of Human D 1 Dopamine Receptor: qHTS; HEK293 TREx D1 cells, calcium flux, dopamine EC80; hits give low values; 3.2% of 360,000 active; activity change, negative = inhibition, % at 10 µM; in the data active = activity change below about -30%; also: % is scaled to controls: 0 for no effect and ±100 for the full control effect
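Allosteric or orthosteric antagonism assessed as attenuation of the calcium response to EC80 dopamine, added 180 s after compound, in induced HEK293 Trex D1 cells loaded with no-wash calcium dye.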
TRHR enhancer: qHTS for Small Molecule Agonists and Allosteric Enhancers of Human TRH Receptor: Primary Screen for Enhancers; Thyrotropin-releasing hormone receptor (Homo sapiens), P34981; TRHR cells, fluo-8 calcium fluorescence, EC20 TRH enhancement; enhancement, % at 2 µM; 0.66% of 360,000 active; in the data active = enhancement above about 30%; also: 0% is about no effect
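Enhancer read-out: after compound pinning and an initial kinetic agonist-mode read, an EC20 of TRH (10 nM final) was injected and fluo-8 calcium signal (Ex 480/Em 530) followed at 1 s/cycle for 100 cycles in TRHR-expressing cells.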
D1 PAM: Potentiators of Human D1 Dopamine Receptor: qHTS; HEK293 TREx D1 cells, calcium flux, dopamine EC20 potentiation; D(1A) dopamine receptor (Homo sapiens), P21728; potentiation, % at 10 µM; 0.036% of 360,000 active; in the data active = potentiation above about 30%; also: 0% is about no effect
D2 antag: HTS Assay for Allosteric Antagonists of the Human D2 Dopamine Receptor: Primary Screen for Antagonists; D(2) dopamine receptor (Homo sapiens), P14416; HEK293 TREx D2 cells, calcium flux, dopamine EC80; inhibition, % at 10 µM; 2% of 340,000 active; in the data active = inhibition above about 30%; also: 0% is about no effect
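Calcium flux kinetic readout in an inducible HEK293 TREx D2 line plated overnight at 30 C. After 180 s compound exposure, an EC80 dopamine challenge follows with another 180 s kinetic read to detect antagonism.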
D2 PAM: HTS Assay for Positive Allosteric Modulators of the Human D2 Dopamine Receptor: Primary Screen for Potentiators. potentiation, % at 10 µM. 0.34% of 340,000 active. HEK293 T-REx D2, calcium flux, EC20 dopamine potentiation. D(2) dopamine receptor (Homo sapiens), P14416;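 active = potentiation over 3 SD above the plate norm, cut at about 30% in these data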; also: 0% is about no effect
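Cells plated with tetracycline inducer and held overnight at 30 C; calcium dye loaded 30–90 min at room temperature; baseline taken, compound added and read 180 s; EC20 dopamine then added and read 180 s.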
RXFP1 antagonist: qHTS Assay for Antagonists of the Relaxin Receptor RXFP1. Relaxin receptor 1 (Homo sapiens), Q9HBX9. HEK293-RXFP1, relaxin-stimulated cAMP HTRF, 30 min; hits give low values. activity change, negative = inhibition, % at 57.5 µM. 0.59% of 350,000 active. AID 1259400, 2018;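 active = activity change of -60% or lower, but not beyond a set lower limit; inconclusive = change between -60% and -40%, or beyond the set limit; inactive = change above -40%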; also: % is scaled to controls: 0 for no effect and ±100 for the full control effect
Numbers without * were called inactive; ? = inconclusive; / = not tested or not shown; & = joins results of further samples. Rule as the data show it, unless noted: active = activation above about 30%; inactive = the rest.

Results follow in this order: D2 agonist	TRHR agonist	D1 agonist	D1 antagonist	TRHR enhancer	D1 PAM	D2 antag	D2 PAM	RXFP1 antagonist
O=C(Nc1ccc(Cl)c(Cl)c1)c1ccc(Cl)c(Cl)c1
→ 7.3	2.3	26	-22	-16	-11	13	-18	3
N#CC(C#N)=C1C(=O)N(CCN2CCCCC2)c2ccccc21
→ 0.4	0.0	-1	-12	-4	0	-6	-4	0
CN(Cc1nc(-c2ccc(C(F)(F)F)cc2)no1)C1CCOCC1
→ -0.5	2.1	3	3	-5	6	11	-5	4
CS(=O)(=O)c1ccc(Cl)c(NC(=O)COC(=O)CCN=C2NS(=O)(=O)c3ccccc32)c1
→ -0.2	2.5	2	-1	-3	-3	-15	-8	-3
O=C(c1cc2ccccc2oc1=O)N1CCSC1c1ccco1 (configuration not stated)
→ 0.9	0.1	5	6	-2	3	19	-12	-1
CCOc1ccc(-n2c(SCC(=O)Nc3cc(C)on3)nnc2-c2c[nH]c3ccccc23)cc1
→ 1.3	1.0	3	1	-4	2	8	5	0
COc1cccc(-n2c(-c3ccc(C)cc3)cc3c2CC(C)(C)CC3=O)c1
→ 0.7	0.2	1	3	-18	-2	/	2	-3
CN(CC(=O)Nc1ccc(Cl)c(C(F)(F)F)c1)C(=O)CCN1C(=O)C2CCCCC2C1=O (configuration not stated)
→ 0.7	-0.2	11	12	-2	-8	-4	6	-23
O=C(O)C1CCC(N2C(=O)c3c(Cl)c(Cl)c(Cl)c(Cl)c3C2=O)CC1 (configuration not stated)
→ -0.2	0.2	0	19	3	1	4	-1	/
O=C(Nc1ccc(Cl)cc1)N(Cc1cccs1)Cc1cccs1
→ -0.5	1.2	6	-23	-6	-4	7	-8	-6
COc1ccccc1OCCNC(=O)Nc1cc(F)c(F)cc1Cl
→ /	0.0	1	-25	-4	-7	/	-8	-3
Cc1ccc(C(=O)Nc2cc3nn(-c4ccccc4)nc3cc2Cl)c(C)c1
→ 0.1	1.4	-1	10	0	0	/	5	/
CC(=O)c1sc(NC(=O)c2ccco2)nc1-c1ccccc1
→ -0.7	-0.1	2	-11	-5	/	3	1	/
Cc1cc(NC(=O)CSc2nc(=O)n3cccc(C)c3n2)no1
→ -0.6	0.0	-1	21	-3	2	5	8	20
CC1=C(C(=O)OC2CCCCCC2)C(c2ccccc2Cl)CC(=O)N1 (configuration not stated)
→ /	0.4	1	-1	-5	-2	/	2	/
CNC(=O)c1[nH]cnc1C(=O)Nc1ccccc1
→ 0.3	0.3	-2	/	8	-5	-1	7	/
CCS(=O)(=O)Nc1ccc(C2=NN(C(=O)c3ccco3)C(c3cccs3)C2)cc1 (configuration not stated)
→ -1.5	-0.1	1	18	2	-6	-3	2	-17
CN(C)CCOC(=O)C12CC3CC(C1)CC(C(=O)OCCN(C)C)(C3)C2
→ 0.6	0.2	3	5	0	1	-12	-2	3
CCOC(=O)c1c(C)n(-c2ccc(C)cc2)c2ccc(O)c(CN(C)C)c12
→ -0.3	0.1	34*	-24	2	-11	40*	-10	?
O=C(CCc1nc2ccccc2c(=O)[nH]1)N1CCN(S(=O)(=O)c2cccc([N+](=O)[O-])c2)CC1
→ -0.8	-0.2	1	-2	12	-5	-14	0	?

Remaining list, next part:
Results follow in this order: D2 agonist	TRHR agonist	D1 agonist	D1 antagonist	TRHR enhancer	D1 PAM	D2 antag	D2 PAM	RXFP1 antagonist
COc1ccccc1NS(=O)(=O)c1cc(Cl)ccc1OC
→ 0.3	1.8	2	10	-3	-1	-10	-6	-4
CCCN1C(=O)/C(=C/c2ccc(C)o2)NC1=S
→ -0.6	0.5	1	-15	3	5	0	7	/
CCCCCc1cc(=O)oc2c(C(CCN3CCCC(C)C3)c3ccc4c(c3)OCO4)c(OC)cc(OC)c12 (configuration not stated)
→ -1.3	-0.1	15	5	6	-2	-33	-11	/
Fc1ccc(-c2nnc3n2CCCCC3)cc1
→ 1.8	0.2	3	3	-6	-3	12	14	-6
CCOC(=O)c1[nH]c(C)c(C(=O)c2ccc(C)cc2)c1C
→ 0.0	-1.6	0	19	-12	-6	0	-3	-1
COc1ccccc1OCC(=O)Nc1nnc(C2CCCC2)s1
→ -0.9	-2.1	1	13	-3	6	-14	16	-3
CN(CCNC(=O)C1CCCN(c2ncnc3c2nc2n3CCCCC2)C1)Cc1ccccc1 (configuration not stated)
→ -0.6	-0.2	-1	-11	0	-10	-7	3	8
O=C(NCCN1CCCC1)c1ccc(CS(=O)(=O)c2c(Cl)cccc2Cl)o1
→ -1.3	-0.6	1	-3	5	-1	13	7	-14
CC(=O)Nc1sc2c(c1C(c1ccccc1Cl)N1CCN(CCO)CC1)CCCC2 (configuration not stated)
→ /	1.5	15	5	-3	-6	/	/	-16
Cc1nccc(-c2sc(-c3cccs3)nc2C)n1
→ -0.5	-0.4	2	2	-7	-2	3	-10	6
COc1ccc(NC(=O)/C(C#N)=C/c2ccc(Sc3nncn3C)c([N+](=O)[O-])c2)cc1
→ 0.4	-0.2	-2	/	-1	0	9	-3	?
O=C(O)CSc1nnc(-c2ccncc2)n1CCc1ccccc1
→ -0.3	0.2	0	3	1	1	-19	2	0
COc1ccccc1CN1CCN(Cc2nc(-c3cccs3)no2)CC1
→ -0.6	-2.0	3	6	1	-3	4	3	6
c1ccc(COc2cccc(CNCc3ccccn3)c2)cc1
→ -1.2	-0.8	14	-9	-10	-7	-12	-4	2
O=C(NC1CCCCC1)N1CCCC(c2nc3ccccc3[nH]2)C1 (configuration not stated)
→ -0.2	-0.4	3	10	-3	-4	13	-1	2
O=C(NC(=S)Nc1ccc(N2CCCC2)cc1)c1ccccc1[N+](=O)[O-]
→ -0.4	-0.1	0	-72*	11	-2	5	-1	2
COc1ccc(S(=O)(=O)N(C)CC(=O)N2CCOCC2)cc1Cl
→ /	0.6	3	7	12	-8	/	11	0
CCCSc1nnc2n(-c3cccc(C)c3)c(=O)c3c4c(sc3n12)CCCC4
→ 4.2	0.5	0	10	-28	-1	/	16	/
COc1ccccc1NC(=O)CSc1nc2ccccc2n1C(C)=O
→ -1.4	-0.3	2	-5	-3	-1	/	2	12
COc1ccc(C(=O)NCC(c2ccco2)N2CCc3ccccc32)cc1OC (configuration not stated)
→ 0.7	0.8	1	-2	-6	-4	18	-2	-10

Reformatted field by field: entries from further up.
COc1ccccc1NC(=O)CSc1nc2ccccc2n1C(C)=O
- D2 agonist = -1.4
- TRHR agonist = -0.3
- D1 agonist = 2
- D1 antagonist = -5
- TRHR enhancer = -3
- D1 PAM = -1
- D2 antag = /
- D2 PAM = 2
- RXFP1 antagonist = 12

CCCN1C(=O)/C(=C/c2ccc(C)o2)NC1=S
- D2 agonist = -0.6
- TRHR agonist = 0.5
- D1 agonist = 1
- D1 antagonist = -15
- TRHR enhancer = 3
- D1 PAM = 5
- D2 antag = 0
- D2 PAM = 7
- RXFP1 antagonist = /

CCOC(=O)c1[nH]c(C)c(C(=O)c2ccc(C)cc2)c1C
- D2 agonist = 0.0
- TRHR agonist = -1.6
- D1 agonist = 0
- D1 antagonist = 19
- TRHR enhancer = -12
- D1 PAM = -6
- D2 antag = 0
- D2 PAM = -3
- RXFP1 antagonist = -1

c1ccc(COc2cccc(CNCc3ccccn3)c2)cc1
- D2 agonist = -1.2
- TRHR agonist = -0.8
- D1 agonist = 14
- D1 antagonist = -9
- TRHR enhancer = -10
- D1 PAM = -7
- D2 antag = -12
- D2 PAM = -4
- RXFP1 antagonist = 2

(further entries)
| canonical_smiles | D2 agonist | TRHR agonist | D1 agonist | D1 antagonist | TRHR enhancer | D1 PAM | D2 antag | D2 PAM | RXFP1 antagonist |
| --- | --- | --- | --- | --- | --- | --- | --- | --- | --- |
| O=C(O)c1cccc(NC(=O)c2cccc(S(=O)(=O)Nc3cccc([N+](=O)[O-])c3)c2)c1 | -1.6 | 0.5 | 0 | -1 | -5 | 16 | -6 | 2 | 4 |
| COc1cccc(Nc2nc(N)c([N+](=O)[O-])c(NCc3ccccc3)n2)c1 | 1.2 | -0.5 | 2 | 15 | 2 | 12 | 14 | 3 | 9 |
| COc1ccc(N(C)S(=O)(=O)c2ccc(Cl)c(C(=O)NCCc3ccc(Cl)cc3)c2)cc1 | 2.0 | 0.5 | 6 | 12 | -17 | 2 | -2 | -5 | 13 |
| COc1ccccc1CNC(=O)C1CCN(C(=O)c2sccc2-n2cccc2)CC1 | 0.9&-0.3 | -0.9&-0.2 | 3&5 | -2&0 | -2&0 | 11&-4 | -11 | 6&-1 | 2&-16 |
| CCn1c(SCC(=O)OC)nnc1-c1c[nH]c2ccccc12 | 0.2 | 0.2 | 2 | 19 | 2 | -1 | -5 | -7 | -19 |
| Cc1ccc2nc(SCC(=O)N3c4ccccc4CC3C)c(C)cc2c1 (configuration not stated) | 1.4 | -0.9 | 2 | 6 | 15 | 7 | 3 | 32* | -7 |
| Cc1cc(C)c(NC(=O)C(=O)NCC(c2cccnc2)N2CCN(Cc3ccccc3)CC2)c(C)c1 (configuration not stated) | 1.6 | 0.2 | 5 | -8 | 11 | -1 | / | -6 | -8 |
| COc1cc(/C=C/C(=O)O)cc(S(=O)(=O)Nc2cccc(SC)c2)c1OC | / | -0.2 | 1 | -5 | 2 | 0 | / | / | 2 |
| COc1cc(NC(=S)NC(=O)c2ccc(C(C)(C)C)cc2)ccc1NC(=O)c1cccs1 | 1.2 | 1.8 | 0 | 7 | 15 | -5 | 3 | 5 | 11 |
| COC(=O)c1c(N2C(=O)CCC2=O)sc2c1CCCC2 | 0.1 | 0.3 | 0 | -5 | -4 | / | 14 | -5 | / |
| Cc1cc(C)n(CCSCC(=O)O)n1 | 0.7 | 0.5 | 2 | 8 | 4 | 1 | 0 | -6 | 3 |
| CCOC(=O)CSCC(=O)Nc1nnc(-c2cccc([N+](=O)[O-])c2)s1 | -0.6 | 0.0 | -3 | 17 | -1 | -3 | -12 | 0 | 4 |
| Cc1sc(NC(=O)CSc2nnc(-c3ccc(F)cc3)o2)c(C#N)c1C | -0.9 | -0.1 | 3 | -4 | 1 | 0 | 16 | -9 | 0 |
| CCCc1ccc(C#N)c(SC2CC(=O)N(c3ccc(OC)cc3)C2=O)n1 (configuration not stated) | / | -0.4 | 13 | -45* | 8 | -2 | / | / | -11 |
